Platelet DG rel = platelet dense granule release activity. human platelet-rich plasma, SFLLRN dense granule ATP release, luminescence. inhibition, %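 (compounds screened at 7.5 µM in platelet-rich plasma)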. actives 0.22% (n = 300,000);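 active = mean replicate score, as percent of positive control, at or above 50; inconclusive = mean below 50 but at least one replicate at or above 50; inactive = mean and every replicate below 50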
IEC-6 cytotox = IEC-6 cytotoxicity, counter-screen for KLF5 inhibitors; luminescence viability; inhibition, % at 5 µM; actives 0.78% (n = 290,000); in the data active = inhibition above about 22%;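 also: 0% = plate median of test compound wells and 100% = cytotoxic reference compound wells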
HIF activator = HIF pathway transcriptional activation; U2OS HRE-luciferase reporter, luminescence; normalized: DMSO 0%, desferrioxamine 100%; activation, % at 7.5 µM (by protocol); AID 1910; actives 0.32% (n = 300,000);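 active = mean activation of at least 10% of the iron chelator positive control signal, with at least half of replicates also reaching 10%; inconclusive = mean and replicate majority disagree about reaching 10%; inactive = mean and most replicates under 10%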
HSF-1 act = increases HSF-1 driven luciferase reporter signal. NIH3T3-HGL HSF-1 luciferase reporter, MG132, 8 h; 100% = twice DMSO control signal. activation, % at 9 µM. actives 1.7% (n = 300,000). AID 504408;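 active = mean replicate activation of at least 50% with a set share of replicates each reaching 50%; inconclusive = only one of those two conditions met; inactive = mean below 50% and too few replicates reaching it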;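 also: 0% = median of the neutral control wells and 100% = twice that signal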
KLF5 inh = kruppel-like factor 5 inhibition. DLD-1 KLF5 promoter-luciferase reporter, luminescence. inhibition, % at 5 µM. actives 0.23% (n = 290,000);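 active = inhibition above a per-plate limit of that plate's mean compound inhibition plus 3 SD, cut at about 60% in these data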;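 also: 0% = DMSO wells and 100% = LY294002 at 200 µM; higher means less KLF5 promoter-driven luciferase light; inactives centre near -14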
HSP90 inh = blocks HSP90-mediated luciferase refolding in reticulocyte lysate; actives 0.91% (n = 290,000); inhibition, % at 5.6 µM; Rabbit reticulocyte lysate, luciferase refolding luminescence, 3 h;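 active = inhibition above the screen-wide mean plus 3 SD, computed separately per campaign, cut at about 16% in these data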;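 also: 0% = DMSO wells and 100% = 60 µM geldanamycin wells; inhibitors lower the luminescence because luciferase stays unfolded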
AI-2 QS mod = modulators of Vibrio harveyi AI-2 quorum sensing system; Vibrio harveyi JMH597 AI-2 luminescence/OD600 ratio, 9 h; stronger effect = lower value; strain lacks LuxN and CqsS sensors; 0 = neutral-control median; activity change, % at 7.5 µM; actives 0.4% (n = 300,000); AID 2094; in the data active = activity change below about -75%, passing the limit was not always enough; inconclusive = no clear call, values can overlap the other calls;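 also: luminescence divided by OD600 gain over 9 h not by final OD600 alone; inactives centre near 13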
HDAC3 inhib = blocks human histone deacetylase 3 | O15379 | recombinant HDAC3, fluorogenic peptide/trypsin coupled, fluorescence | inhibition, % at 8.3 µM | actives 0.15% (n = 320,000) | AID 2718; in the data active = inhibition above about 26%, passing the limit was not always enough; inconclusive = no clear call, values can overlap the other calls
Target sequence (O15379 whole entry, looked up): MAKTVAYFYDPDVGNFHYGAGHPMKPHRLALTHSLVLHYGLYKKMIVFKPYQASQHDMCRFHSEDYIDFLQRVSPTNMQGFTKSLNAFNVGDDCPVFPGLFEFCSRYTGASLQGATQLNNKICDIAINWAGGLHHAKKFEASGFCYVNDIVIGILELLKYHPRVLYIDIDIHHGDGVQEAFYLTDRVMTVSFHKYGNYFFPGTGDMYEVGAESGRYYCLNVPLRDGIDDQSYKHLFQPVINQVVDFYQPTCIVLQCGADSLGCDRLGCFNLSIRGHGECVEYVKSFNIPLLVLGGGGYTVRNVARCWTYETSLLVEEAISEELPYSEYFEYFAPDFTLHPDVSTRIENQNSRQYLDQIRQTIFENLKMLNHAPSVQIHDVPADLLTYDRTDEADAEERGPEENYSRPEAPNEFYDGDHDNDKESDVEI
aSyn UTR inh = MLPCN primary screen, SNCA 5' untranslated region; alpha-synuclein 5'UTR reporter, inhibitor activity; actives 0.82% (n = 300,000); inhibition, % (tested at 7.5 µM); in the data active = inhibition above about 60%; inconclusive = no clear call, values can overlap the other calls;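 also: H4 neuroglioblastoma cells stably carrying SNCA 5'UTR luciferase fusion; 0% = DMSO wells and 100% = positive control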
HSF1 inh = HSF1 inhibition | actives 0.77% (n = 300,000) | NIH3T3-HGL HSE-luciferase, MG132-induced, luminescence 8 h; stronger effect = lower value | activity change, negative = inhibition, % at 7.5 µM (by protocol) | AID 2098;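 active = more than half of replicate wells show activity change below -50%, luminescence cut by over half; inconclusive = some wells, but at most half, below -50%; inactive = no replicate well below -50%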;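 also: luciferase reports HSF-1 transcriptional activity via heat shock element; 0% = median of DMSO wells and -100% = zero luminescence signal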
Numbers without * were called inactive; ? = inconclusive; . = not tested or not shown.

SMILES	Platelet DG rel	IEC-6 cytotox	HIF activator	HSF-1 act	KLF5 inh	HSP90 inh	AI-2 QS mod	HDAC3 inhib	aSyn UTR inh	HSF1 inh
Cc1ccc(S(=O)(=O)NC(CC(=O)n2nc(C)cc2C)c2ccccc2)cc1 (centres undefined)	-22	4	-0.1	10	-28	8	18	6	2	10
CC(=O)c1ccc(OCc2cccc(C(F)(F)F)c2)cc1O	9	3	0.7	13	-12	-1	-1	13	-14	-2
Cc1cccn2c(=O)c(C=O)c(N3CCN(c4ccc(F)cc4)CC3)nc12	-2	4	-0.3	8	-15	0	18	?	-34	-1
CN1CCN(S(=O)(=O)c2ccc3[nH]cc(C(=O)O)c(=O)c3c2)CC1	5	6	-0.3	-2	7	1	32	-5	3	-7
O=Cc1ccccc1OCc1ccc2c(c1)OCO2	30	17	-2.2	35	-173	-3	14	-2	-258	4
CC(NC(=O)CN(C)Cc1cccc(Cl)c1)c1ccccc1 (centres undefined)	2	1	0.0	-3	-10	0	0	-1	10	2
Cc1ccc2c(c1)C(c1ccc(F)cc1)N(C(=O)c1ccccc1Br)CC(=O)N2 (centres undefined)	5	-3	1.1	9	-17	-3	20	8	14	5
O=C(NCCc1ccccc1)Nc1cccc(Cl)c1	8	0	3.0	35	-37	-7	21	3	-88	8
COc1ccc(-n2cnc3scc(-c4ccccc4)c3c2=O)cc1	0	1	0.3	-7	1	2	1	-3	31	-1
CCOc1cc(/C=C2/C(=O)N(c3ccccc3)N=C2C)ccc1OC(=O)c1ccco1	3	1	-0.4	30	4	27*	13	15	-22	9
COc1ccccc1/C=C1\SC(=S)N(CCC(=O)NCCc2ccc(O)cc2)C1=O	6	0	0.9	3	4	4	4	-5	1	7
CC(C)(C)C(=O)NC(=S)Nc1cc(C(=O)O)ccc1Cl	-26	-10	0.0	-17	-48	1	40	1	-23	5
COc1ccc(CCNC(=O)C2CCN(Cc3nc(-c4ccccc4F)oc3C)CC2)cc1OC	1	1	0.8	5	-16	-4	1	9	8	5
O=S1(=O)CC2NC(=S)N(c3cccc(Br)c3)C2C1 (centres undefined)	7	4	0.1	-14	-3	-1	-1	3	-2	-1
CCN1CCc2c(OCC(=O)Nc3ccc4c(c3)OCCO4)cccc2C1=O	-14	2	0.0	44	-16	2	-9	1	-59	12
COc1cc(/C=N\N=C2/SC(CC(=O)O)C(=O)N2c2ccc(O)cc2)ccc1O (centres undefined)	11	-4	-0.1	-11	3	-1	9	3	-15	-4
CC(C)(C)C(=O)Nc1ccccc1C(=O)Nc1cccnc1	0	0	-0.2	26	-1	4	4	-1	10	-5
COc1ccc(C(=O)CSc2nnc(CNC(=O)c3ccc(OC)c(OC)c3)n2C)cc1	1	-10	-0.1	1	-28	-5	18	5	17	6
O=C(NC1CCCCC1)c1cccnc1C(=O)O	0	-5	-0.2	16	-33	0	-4	0	-25	-8
C=CCc1cc(Cl)ccc1OCCOCCNC(C)CC (centres undefined)	2	-1	0.1	5	-3	-1	1	-2	9	-1
CCN1c2ccccc2N(C)C1(C)c1ccccc1 (centres undefined)	.	0	.	.	9	-3	.	4	.	.
CCOC(=O)C1=C(N)Oc2cc(C)n(CCc3ccc(OC)c(OC)c3)c(=O)c2C1c1cccnc1 (centres undefined)	0	2	0.0	-16	-5	3	13	-6	23	-2
Cc1ncc(CSc2nc3ccccc3[nH]2)c(N)n1	0	-4	0.4	16	11	4	20	0	3	3
Cc1ccccc1CN1CCN(C/C=C/c2ccccc2)CC1	13	1	-0.3	-24	-9	7	12	-4	6	-3
Cc1cc(C)c(NC(=O)C2CCC(=O)N2)c(C)c1 (centres undefined)	6	0	-0.3	4	-17	-4	24	2	9	8

Next records follow:
SMILES	Platelet DG rel	IEC-6 cytotox	HIF activator	HSF-1 act	KLF5 inh	HSP90 inh	AI-2 QS mod	HDAC3 inhib	aSyn UTR inh	HSF1 inh
O=C(Nc1nccs1)c1ccc2c(c1)C(=O)N(Cc1cccnc1)C2=O	-1	-5	-0.1	5	1	3	37	-12	0	-1
N=C1c2ccccc2CN1c1ccc(N2CCOCC2)c(S(=O)(=O)Nc2ccc(Cl)cc2)c1	1	-8	-0.3	34	-12	0	-4	-10	-24	8
COc1ccccc1NC(=O)N1c2ccccc2NC(=O)CC1C (centres undefined)	-6	-6	-1.0	0	-17	0	11	3	-2	-3
COC(=O)c1ccc2c(=O)n(CCCCCC(=O)NCc3ccccn3)c(=O)[nH]c2c1	-4	0	-0.4	9	3	-1	15	-2	16	-3
O=C(Nc1ccccc1C(F)(F)F)NC1CCCCC1	-12	8	0.2	-8	-5	3	.	0	-13	-4
CCN(CC)CCNC(=O)Cc1nn(Cc2ccccc2)c(=O)c2ccccc12	-5	-1	0.0	4	-1	1	6	0	5	-2
Nc1cc(N)nc(CS)n1	-2	6	-0.1	8	-3	11	0	3	-13	3
CCN1CCN(C(=O)CS(=O)(=O)Cc2nc(-c3ccccc3C)oc2C)CC1	-4	1	-0.7	0	-6	3	15	0	10	5
COc1ccc(/C=C2\SC(=O)N(CC(=O)NNC(=O)c3ccccc3O)C2=O)cc1	-12	-1	-0.7	31	-16	2	44	-2	-16	5
COC(=O)Cc1ccc(NC(=O)c2ccc(C)c(C)c2)cc1	0	4	0.7	71*	-181	-4	23	4	-56	39
CCOC(=O)c1c(C)nc2sc3c(=O)[nH]cnc3c2c1-c1ccc(OC)cc1	10	1	0.4	-2	-16	0	21	7	18	0
COc1ccc(OCC(O)CNC(=O)Nc2cccc3ccccc23)cc1 (centres undefined)	3	-2	-0.2	13	-21	1	24	0	22	3
Cc1ccc(NC(=O)c2cc([N+](=O)[O-])ccc2N2CCCC2)cc1	1	8	-0.4	-5	-13	11	33	19	1	-7
Cc1nc(C(=O)Nc2cc(Cl)ccc2Cl)nn1-c1cc(OC(C)C)c(Cl)cc1Cl	-1	2	-1.1	9	0	1	14	-1	39	-3
O=C(Nc1cccc(F)c1)C1CC(=O)N(c2ccc(Cl)cc2)C1 (centres undefined)	6	5	1.4	17	14	4	3	?	20	-1
CC(=O)N(CCN1CCOCC1)Cc1cc2cc3c(cc2nc1Cl)OCO3	-5	0	-0.4	6	0	24*	22	0	-6	-4
Cc1c2c(nc3ccccc13)CCC(C)C2 (centres undefined)	11	-4	0.5	-6	-20	2	44	5	-5	-4
O=C(CN1C(=O)c2ccccc2C1=O)Oc1ccc(F)cc1	17	6	-0.2	-20	3	0	-10	-2	1	-4
O=S(=O)(NCc1csc(-c2cccnc2)n1)c1ccc(Br)cc1	0	-2	0.0	13	-8	2	-2	1	-9	-3
CC(=O)Oc1cccc(N2C(=O)C3C4C=CC(C4)C3C2=O)c1 (centres undefined)	9	-1	0.1	10	2	5	19	-1	25	0
CC(=O)c1cccc(NC(=O)c2cnn3ccccc23)c1	29	8	2.0	22	-136	1	6	4	-106	18
O=C(Nc1ccc(-c2nc3cccnc3s2)cc1)c1ccc(Cl)nc1	-1	3	1.4	15	-38	0	15	-5	-151	-7
COc1cccc(Cl)c1NC(=O)N1CCc2c([nH]c3ccccc23)C1C(F)(F)F (centres undefined)	4	0	-0.3	-3	-33	6	23	1	-10	-2
CN(C)c1ccc(-c2noc(-c3ccccc3O)n2)cc1	2	3	-4.4	-34	-8	3	0	-4	71*	-26
COc1ccc(/C=C/C(=O)NCC(=O)N2CCC(N(C)CCN3CCOCC3)CC2)cc1OC	2	1	-0.4	10	-27	7	16	8	-8	1

One compound at a time, as listed above:
Listed for O=C(Nc1cccc(F)c1)C1CC(=O)N(c2ccc(Cl)cc2)C1 (centres undefined) : Platelet DG rel: 6; IEC-6 cytotox: 5; HIF activator: 1.4; HSF-1 act: 17; KLF5 inh: 14; HSP90 inh: 4; AI-2 QS mod: 3; HDAC3 inhib: ?; aSyn UTR inh: 20; HSF1 inh: -1
Listed for COC(=O)c1ccc2c(=O)n(CCCCCC(=O)NCc3ccccn3)c(=O)[nH]c2c1 : Platelet DG rel: -4; IEC-6 cytotox: 0; HIF activator: -0.4; HSF-1 act: 9; KLF5 inh: 3; HSP90 inh: -1; AI-2 QS mod: 15; HDAC3 inhib: -2; aSyn UTR inh: 16; HSF1 inh: -3

The listing continues:
SMILES	Platelet DG rel	IEC-6 cytotox	HIF activator	HSF-1 act	KLF5 inh	HSP90 inh	AI-2 QS mod	HDAC3 inhib	aSyn UTR inh	HSF1 inh
CC1Sc2ccc(C(=O)Nc3ncccc3O)cc2NC1=O (centres undefined)	22	.	-0.1	25	.	.	-10	14	-39	20
CCc1ccc(NC(=O)CCc2ccc(CC)o2)cc1	6	1	-0.4	-5	-33	-6	?	1	-25	-3
COc1ccc(/C(C#N)=C/c2ccccn2)cc1	9	8	-22	68*	-80	4	18	-2	-172	27
C/C(=N/NC(=O)c1cccs1)c1cccs1	1	7	3.5	17	-121	-4	11	4	-82	6
CCCc1nc(SCC(=O)N2CCC(Cc3ccccc3)CC2)c2c(=O)n(C)c(=O)n(C)c2n1	-2	-2	0.0	5	8	1	-7	10	25	3
Cc1ccccc1OC(C)C(=O)Nc1ccc2c(c1)OCCO2 (centres undefined)	2	1	1.3	4	-55	-1	18	0	-71	-1
COc1ccc(CCNC(=O)CN2C(=O)COc3ccc(S(=O)(=O)N4CCOCC4)cc32)cc1OC	-7	-12	0.6	12	-30	-4	18	4	-17	-2
O=C(CN1CCCCCCC1)NC(=O)NC1CCCCC1	-4	-2	2.0	-3	-51	0	2	13	-18	7
CCCCn1c(N)c(N(CCOC)C(=O)c2cccc(OCc3ccccc3)c2)c(=O)[nH]c1=O	-1	.	0.1	-6	.	.	15	7	-2	-7
COc1ccc(/C=N/Nc2nnc(Cc3ccccc3)c(=O)[nH]2)cc1OC	4	5	1.1	32	-62	5	20	11	-67	10
CCOC(=O)N1CCC(NCCNC(=O)c2ccco2)CC1	3	0	-0.1	-2	-11	-3	10	-2	0	1
CC(=O)NC(CC(=O)O)c1ccccc1 (centres undefined)	-2	-2	-1.3	-9	-22	1	13	4	-3	-5
CC(=O)Nc1ccc(NC(=S)Nc2ccccc2)cc1	1	-3	1.7	3	-27	-2	26	-1	-3	11
O=[N+]([O-])c1cc(/C=N/n2c(-c3ccncc3)n[nH]c2=S)ccc1Cl	4	3	0.1	8	-5	0	17	-1	-52	5
COc1ccccc1/C=C1\SC(=S)N(Nc2nc(C)cc(C)n2)C1=O	-7	-7	0.0	0	7	0	-19	2	-12	-11
CCCn1c2ccccc2c2cnn(CC(=O)NC3CCCCC3)c(=O)c21	1	10	-0.3	17	-57	0	11	?	2	5

Among those listed so far, these have a COOH group:
SMILES	Platelet DG rel	IEC-6 cytotox	HIF activator	HSF-1 act	KLF5 inh	HSP90 inh	AI-2 QS mod	HDAC3 inhib	aSyn UTR inh	HSF1 inh
CN1CCN(S(=O)(=O)c2ccc3[nH]cc(C(=O)O)c(=O)c3c2)CC1	5	6	-0.3	-2	7	1	32	-5	3	-7
CC(C)(C)C(=O)NC(=S)Nc1cc(C(=O)O)ccc1Cl	-26	-10	0.0	-17	-48	1	40	1	-23	5
COc1cc(/C=N\N=C2/SC(CC(=O)O)C(=O)N2c2ccc(O)cc2)ccc1O (centres undefined)	11	-4	-0.1	-11	3	-1	9	3	-15	-4
O=C(NC1CCCCC1)c1cccnc1C(=O)O	0	-5	-0.2	16	-33	0	-4	0	-25	-8
CC(=O)NC(CC(=O)O)c1ccccc1 (centres undefined)	-2	-2	-1.3	-9	-22	1	13	4	-3	-5

Screening data (PubChem)
